zfTRPN1 agonist = agonists of zebrafish TRPN1 channel; HEK293 zebrafish TRPN1-YFP, Fluo-8 calcium fluorescence; 100% = response to 87 µM carbachol; activation, % at 3 µM; 220,000 compounds, 0.18% hits;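 active = activation above its plate's cutoff, the mean activation of test wells on that plate plus 3 SD, cut at about 19% in these data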;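 note: 0% = DMSO alone and 100% = 87 µM carbachol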
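Assay system: Zebrafish TRPN1-YFP in HEK293 cells | Incubation: Dye loading 1 h at 37 °C, then 30 min room temperature | Measured by: Kinetic Fluo-8 fluorescence, ex 470-495, em 515-575 nm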
NPY-Y1 PAM-ag = human NPY-Y1 potentiation or agonism, primary screen | AID 1304 | activation, % at 3.6 µM | NPY-Y1 expressing cells, potentiator/agonist activation | 220,000 compounds, 0.37% hits | P25929; in the data active = activation above about 33%, passing the limit was not always enough;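 note: cells stimulated with NPY at EC10 then isoproterenol at EC100; 0% = low agonist plus stimulus and 100% = saturating agonist plus stimulus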
NPY-Y1 antag = NPY-Y1 (human) receptor antagonism | P25929 | inhibition, % at 3.6 µM | HEK293-CNG Y1 cells, membrane potential fluorescence; NPY at EC95, then isoproterenol | 200,000 compounds, 1% hits | AID 1040;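 active = inhibition above the campaign mean inhibition of all tested compounds plus 3 SD, cut at about 20% in these data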;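 note: 0% = DMSO wells given NPY plus isoproterenol and 100% = isoproterenol alone without NPY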
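Assay system: HEK293 Y1/CNG channel cell line; Doses: single compound dose of 3.6 µM, 0.4% DMSO; Timing: dye 3 h, compound 60 min room temperature, stimulation 45 min; Technique: Membrane-potential fluorescent dye readout; Measure: % inhibition of NPY effect.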
EP2 mod = modulates human prostaglandin E2 receptor EP2 signaling; P43116; induction, % at 25 µM; EP2-expressing cells, cAMP HTRF FRET, PGE2 co-stimulation; 260,000 compounds, 0.83% hits; AID 940;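 active = compounds whose cAMP rise, as percent of the full-agonist control response, exceeds 60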;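 note: rat C6 glioma line stably carrying human EP2 under a CMV promoter; the protocol text gives 20 µM as final concentration; 100% = response of wells given 1 µM PGE2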
TRPML3 ag = activates the human TRPML3 channel | HEK293 TRPML3-YFP, Fluo-8 calcium fluorescence; 100% = the carbachol control signal | Q8TDD5 | 220,000 compounds, 0.29% hits | AID 1448 | activation, % at 3 µM;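 active = activation above its plate's cutoff, the mean activation of the plate's test wells plus 3 SD, cut at about 12% in these data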;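 note: 0% = DMSO only wells and 100% = carbachol wells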
Target sequence (Q8TDD5 whole entry, looked up): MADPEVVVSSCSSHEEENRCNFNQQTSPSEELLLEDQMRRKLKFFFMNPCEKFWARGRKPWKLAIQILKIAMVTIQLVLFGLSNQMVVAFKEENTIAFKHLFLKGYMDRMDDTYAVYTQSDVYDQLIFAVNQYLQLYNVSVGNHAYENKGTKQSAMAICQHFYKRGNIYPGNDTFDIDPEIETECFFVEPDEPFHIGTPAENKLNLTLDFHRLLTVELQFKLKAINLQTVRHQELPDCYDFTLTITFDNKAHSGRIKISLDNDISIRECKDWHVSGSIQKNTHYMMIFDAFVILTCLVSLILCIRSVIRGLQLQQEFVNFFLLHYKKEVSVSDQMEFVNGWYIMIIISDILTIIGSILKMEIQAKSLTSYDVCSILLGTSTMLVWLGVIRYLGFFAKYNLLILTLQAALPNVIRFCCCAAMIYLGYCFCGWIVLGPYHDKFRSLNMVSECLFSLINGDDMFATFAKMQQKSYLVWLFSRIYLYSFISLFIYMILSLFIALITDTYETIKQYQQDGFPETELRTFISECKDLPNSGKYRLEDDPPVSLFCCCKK
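Material: TRPML3-YFP stable HEK293 cells | Dosing: One concentration, 3 µM nominal, 0.3% DMSO | Timing: 125 s total fluorescence read per well | Technique: Fluo-8 calcium dye fluorescence, ex 470-495, em 515-575 nm | Measure: Percent activation from peak-to-basal fluorescence ratio, scaled between DMSO and carbachol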
S1P4 agonist = agonists of human S1P4 receptor; O95977; S1P4-expressing cell line, agonist reporter assay; activation, % at 4.98 µM; 220,000 compounds, 0.35% hits; in the data active = activation above about 11%;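 note: 0% = DMSO vehicle and 100% = reference agonist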
Target sequence (O95977 whole entry, looked up): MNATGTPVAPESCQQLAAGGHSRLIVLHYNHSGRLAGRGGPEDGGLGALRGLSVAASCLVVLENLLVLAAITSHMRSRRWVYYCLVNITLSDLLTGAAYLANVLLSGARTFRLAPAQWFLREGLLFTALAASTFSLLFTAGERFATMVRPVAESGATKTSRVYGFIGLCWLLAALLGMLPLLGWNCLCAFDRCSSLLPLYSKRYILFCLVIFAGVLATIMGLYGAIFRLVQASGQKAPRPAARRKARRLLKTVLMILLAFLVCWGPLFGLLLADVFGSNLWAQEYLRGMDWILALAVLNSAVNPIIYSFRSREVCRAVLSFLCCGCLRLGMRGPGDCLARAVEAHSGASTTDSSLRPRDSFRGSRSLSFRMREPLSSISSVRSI
CHOP inhibitor = blocks CHOP induction under ER stress; CHO-K1 CHOP-promoter luciferase, tunicamycin-induced, 15-18 h; inhibition, % at 10 µM; 220,000 compounds, 3.8% hits;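 active = compounds that reduced the stress-induced luciferase reporter signal by more than about 70% of percent inhibition, limit read from the data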;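 note: 0% = tunicamycin plus vehicle and 100% = wells without tunicamycin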
NPY2 pot ag = human NPY-Y2 potentiation or agonism, primary screen; 220,000 compounds, 0.45% hits; AID 1359; P49146; cells expressing NPY-Y2, potentiator/agonist read-out; activation, % at 3.6 µM; in the data active = activation above about 27%;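 note: cells stimulated with NPY near EC25 plus isoproterenol at EC100; 0% = vehicle plus submaximal agonist and 100% = vehicle plus saturating agonist; some results beyond the cut were filed as inactive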
S1P4 antag = human S1P4 receptor antagonism; 220,000 compounds, 0.26% hits; O95977; inhibition, % at 4.98 µM; S1P4-expressing cells, antagonist mode, reporter read-out; AID 1510; in the data active = inhibition above about 29%;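 note: 0% = wells stimulated with agonist and 100% = vehicle wells without agonist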
An asterisk follows results filed as active; / = no result given; & = joins results of further samples.

1	COc1cccc(C(=O)Cn2c(NCCO)nc3ccccc32)c1
2	COc1ccccc1NC(=O)CC(NCc1ccccc1)C(=O)O (configuration not stated)
3	CCOC(=O)c1cnc(-n2nc(C)cc2C)nc1Nc1cccc(C(=O)O)c1
4	CS(=O)(=O)c1cnc(-c2cccnc2)nc1N
5	Cc1ncsc1CCOC(=O)c1cccc([N+](=O)[O-])c1
6	CC(=O)c1cccc(NC(=S)NC(=O)c2ccccc2Br)c1
7	Cc1ccc(C2CC(=O)Nc3cc4c(cc32)OCO4)o1 (configuration not stated)
8	Cn1cnnc1SCC(=O)N1N=C2/C(=C/c3ccco3)CCCC2C1c1ccco1 (configuration not stated)

assay / entry,1,2,3,4,5,6,7,8
zfTRPN1 agonist,-0.8,0.1,1.7,0.2,-0.7,-0.7,-0.9,-1.1
NPY-Y1 PAM-ag,-5,-15,0,10,-13,-7,-6,5
NPY-Y1 antag,-2,0,3,-4,3,-1,6,-3
EP2 mod,20,14,24,6,-23,-1,20,42
TRPML3 ag,0.9,0.7,-0.8,-0.1,0.4,0.1,-0.1,-1.2
S1P4 agonist,1.6,-0.4,1.4,-0.9,0.2,-1.1,0.8,-0.5
CHOP inhibitor,15,29,31,-11,11,24,-6,7
NPY2 pot ag,-14,-7,10,-8,2,-1,-2,1
S1P4 antag,-15,10,-5,-3,2,-9,-4,-10

9	CCOc1ccc2sc(NS(=O)(=O)c3ccc(OC)c(OC)c3)nc2c1
10	CN(NC(=O)c1ccccc1)C1=NS(=O)(=O)c2ccccc21
11	CC(=O)c1ccccc1OCCn1nnc(-c2ccc(C)cc2)n1
12	O=C(O)C(Cc1ccccc1)N1C(=O)/C(=C/C=C/c2ccco2)SC1=S (configuration not stated)
13	COc1cc(C(C(=O)Nc2c(C)cccc2C)N(C)C(=O)c2ccc(-n3cnnn3)cc2)ccc1O (configuration not stated)
14	CN=C(C)C1=C(O)C(C(=O)OC)C(C)(C)CC1=O (configuration not stated)
15	CC1CCc2nn(CC(=O)N3CCCCCC3)cc2C1 (configuration not stated)
16	CCn1c(C)cc(/C=C2/SC(=S)NC2=O)c1C

assay / entry,9,10,11,12,13,14,15,16
zfTRPN1 agonist,-0.9,0.3,-0.2,3.9,-1.0,0.3,0.6,1.1
NPY-Y1 PAM-ag,-31,-6,5,9,13,-7,-9,2
NPY-Y1 antag,11,-4,2,/,/,-6,0,2
EP2 mod,28,30,-30,13,14,5,10,23
TRPML3 ag,-0.7,0.3,-0.5,3.1,0.0,-0.2,-0.1,1.1
S1P4 agonist,-1.0,0.7,0.0,0.3,0.1,-1.6,-1.5,-0.9
CHOP inhibitor,-7,13,8,6,9,14,11,-9
NPY2 pot ag,-30,-10,1,2,-23,-3,-2,15
S1P4 antag,5,4,-10,-16,-19,-7,-11,-11

17	CCOC(=O)NC(=O)C(=CNc1cccc(OC)c1)C(=O)NC(=O)OCC
18	COc1ccccc1NC(=O)C1=C(C)N(c2ccccc2)C(=S)NC1c1cccc(C(F)(F)F)c1 (configuration not stated)
19	COCCNS(=O)(=O)c1ccc2c3c(cccc13)C(=O)N2C
20	CCCOc1cc(C)nc(-c2ccccc2O)n1
21	CN(C)S(=O)(=O)c1cccc(-c2csc(N/N=C/c3ccco3)n2)c1
22	S=c1[nH]nc(-c2ccco2)n1/N=C/C=C/c1ccccc1
23	OC1CCCN(Cc2nc(Cc3ccccc3Cl)no2)C1 (configuration not stated)
24	COc1ccc([N+](=O)[O-])cc1/C=N/NC(=O)CNC(=O)c1cccc(F)c1

assay / entry,17,18,19,20,21,22,23,24
zfTRPN1 agonist,0.9,1.9,-0.4,-1.6,-0.7,-1.4,-0.2,-0.3
NPY-Y1 PAM-ag,3,6,3,3,13,-37,-7,-26
NPY-Y1 antag,1,6,3,6,/,4,2,-3
EP2 mod,38,17,-43&13,17,-21,12,2,13
TRPML3 ag,1.2,0.5,1.1,0.4,0.1,-0.5,0.2,-0.4
S1P4 agonist,-0.1,0.0,-0.7,0.4,1.4,1.9,1.2,0.2
CHOP inhibitor,20,58,2,93*,17,32,8,29
NPY2 pot ag,8,1,10,-14,-5,4,3,10
S1P4 antag,-4,-4,-4,-12,-4,8,-7,-2

25	Cc1c(NC(=S)N/N=C/c2ccc([N+](=O)[O-])cc2O)c(=O)n(-c2ccccc2)n1C
26	Cn1nc(C(F)(F)F)c(C(=O)Nc2ccc(F)cc2F)c1Sc1ccc(Cl)cc1
27	Cc1ccc(SCC(=O)Nc2ccc3c(c2)OCCO3)cc1
28	N#Cc1ccc(C(=O)N/N=C/c2cn(CC(=O)O)c3ccccc23)c(F)c1
29	COc1cccc(C(C#N)N2N=C(C)CC2(C)C)c1O (configuration not stated)
30	O=C1CC(Sc2ncccc2C(=O)O)C(=O)N1 (configuration not stated)
31	Cc1ccc(SCc2cc(=O)[nH]c(SCC(=O)Nc3cc(Cl)ccc3Cl)n2)cc1
32	COc1ccc(C(C#N)Nc2ccccc2OC)cc1 (configuration not stated)

assay / entry,25,26,27,28,29,30,31,32
zfTRPN1 agonist,-0.7,-1.6,-2.7,-1.0,-0.5,1.8,-0.5,1.6
NPY-Y1 PAM-ag,2,1,-12,2,17,5,-17,-15
NPY-Y1 antag,/,9,5,6,4,4,4,3
EP2 mod,0,53,-10,-46,26,13&21,17,6
TRPML3 ag,0.8,1.1,-0.3,0.4,0.1,-1.1,-0.7,0.7
S1P4 agonist,1.7,-0.2,0.0,-3.5,-0.2,0.8,-1.6,0.2
CHOP inhibitor,-8,34,-15,-6,15,-2,11,10
NPY2 pot ag,-4,-13,-4,3,6,3,-10,-10
S1P4 antag,-4,-11,-19,-2,-11,0,-3,-8

33	Cc1ccc(OCC(=O)N2c3ccccc3NC(=O)C2(C)C)c([N+](=O)[O-])n1
34	CC(C)CC(NC(=O)OC(C)(C)C)c1cn([C@@H](Cc2cc3ccccc3[nH]2)C(=O)N2CCN(C(=O)OC(C)(C)C)CC2)nn1 (some centres not stated)
35	O=C(NNS(=O)(=O)c1ccc(Cl)cc1Cl)c1cc2ncc(C(F)(F)F)cc2s1
36	Cc1ccc2nc(-c3ccc(NC(=O)COC(=O)c4cncc(Br)c4)cc3)sc2c1
37	COc1ccc2cc(CN(CCO)C(=O)c3ccc(Br)cc3)c(=O)[nH]c2c1
38	O=C1Nc2ccc(Br)cc2C1=Nc1ccc(-c2nnc3n2CCCCC3)cc1
39	CCN1c2cccc3cccc(c23)S1(=O)=O
40	O=C(COc1ccccc1[N+](=O)[O-])N/N=C/c1ccccn1

assay / entry,33,34,35,36,37,38,39,40
zfTRPN1 agonist,1.6,4.9,-0.3,3.0,1.2,-0.3,-0.2,-0.5
NPY-Y1 PAM-ag,11,-1,-28,6,-27,-11,-7,-2
NPY-Y1 antag,-5,-2,/,-8,1,-5,-1,1
EP2 mod,16,-38,-26,10,-3,-1,-11,17
TRPML3 ag,0.9,1.3,-0.4,0.8,0.5,0.7,-0.1,0.4
S1P4 agonist,11,1.0,1.0,-0.1,-0.1,-2.6,2.6,1.2
CHOP inhibitor,-26,24,1,14,21,-17,7,-5
NPY2 pot ag,14,-44,-14,18,-1,2,-6,3
S1P4 antag,8,1,-5,-19,9,5,-17,-8

41	O=C(NNc1ccc(Cl)cc1)c1c(F)cccc1Cl
42	CC(C)(C)N(Cc1ccccc1)C(=O)CSc1nnc(CNc2ccc(F)cc2)o1
43	COCCOc1cc(-n2cccc2)c(Cl)cc1Cl
44	O=C(CN1CCN(CC(=O)Nc2ccccc2C(F)(F)F)CC1)Nc1ccccc1F
45	CCc1nc(Cl)c(C#N)c2c1CSC(C)(C)C2
46	CC(C)CCNC(=O)CC1Nc2c3ccccc3nc(=S)n2C1=O (configuration not stated)
47	O=C(CSc1ccc(Br)cc1)Nc1ccccc1Oc1ccccc1
48	COc1ccc(CC(=O)NNC(=O)COc2ccc3ccccc3c2)cc1

assay / entry,41,42,43,44,45,46,47,48
zfTRPN1 agonist,-0.1,0.3,-1.0,1.7,-0.1,1.5,1.6,0.2
NPY-Y1 PAM-ag,5,28,3,-2,-2,3,6,1
NPY-Y1 antag,/,-7,6,3,2,4,4,10
EP2 mod,-53,23,41,-4,51,-10,56,-77
TRPML3 ag,0.2,0.2,0.4,0.8,0.1,0.3,1.3,-0.6
S1P4 agonist,1.0,0.0,1.0,-0.1,1.7,-0.8,1.6,0.2
CHOP inhibitor,6,34,7,60,5,3,10,23
NPY2 pot ag,19,-5,5,-1,-1,7,5,-10
S1P4 antag,8,7,-21,-6,-6,-11,-14,-21

4 compounds out of the list, sorted by length of the SMILES, largest number first:
48	COc1ccc(CC(=O)NNC(=O)COc2ccc3ccccc3c2)cc1
47	O=C(CSc1ccc(Br)cc1)Nc1ccccc1Oc1ccccc1
41	O=C(NNc1ccc(Cl)cc1)c1c(F)cccc1Cl
45	CCc1nc(Cl)c(C#N)c2c1CSC(C)(C)C2

assay / entry,48,47,41,45
zfTRPN1 agonist,0.2,1.6,-0.1,-0.1
NPY-Y1 PAM-ag,1,6,5,-2
NPY-Y1 antag,10,4,/,2
EP2 mod,-77,56,-53,51
TRPML3 ag,-0.6,1.3,0.2,0.1
S1P4 agonist,0.2,1.6,1.0,1.7
CHOP inhibitor,23,10,6,5
NPY2 pot ag,-10,5,19,-1
S1P4 antag,-21,-14,8,-6

(listing goes on)
49	CCOC(=O)CCSc1nc(-c2ccccc2)cc(C(F)(F)F)n1
50	O=C(COC(=O)c1ccccc1O)Nc1cccnc1Cl
51	COC(=O)c1sc(NC(=O)C2CCCO2)c(C(=O)OC)c1C (configuration not stated)
52	Cc1ccnc(N/C=C(/NC(=O)c2ccccc2)C(=O)N/N=C\c2ccc(F)cc2)n1
53	COc1cc(/C=N/n2cnnc2)ccc1OS(=O)(=O)c1ccccc1[N+](=O)[O-]
54	OCCCCCNc1ncnc2ccccc12
55	CCOC(=O)CSc1nc2sc(C(=O)O)c(C)c2c(=O)[nH]1
56	O=C(COc1ccccc1)Nc1ncn[nH]1
57	O=C(Nc1cccc(Cl)c1)Nc1cc(S(=O)(=O)N2CCOCC2)ccc1N1CCCC1
58	Cn1nnnc1P(=O)(c1ccccc1)c1ccccc1

assay / entry,49,50,51,52,53,54,55,56,57,58
zfTRPN1 agonist,0.7,-1.6,0.0,1.5,6.7,3.1,0.8,-0.2,-1.3,-0.2
NPY-Y1 PAM-ag,-37,4,1,-2,-7,27,-7,20,27,2
NPY-Y1 antag,11,2,2,-3,4,-1,6,/,-2,-4
EP2 mod,24&14,-13,1,-18,-7,-42&-14,23,-30,-44,17
TRPML3 ag,0.8,0.1,0.8,1.0,-0.3,1.7,0.7,0.8,0.2,0.0
S1P4 agonist,-0.6,0.7,3.1,-0.2,-0.2,-2.6,-0.6,0.5,-1.4,1.2
CHOP inhibitor,51,19,-73,0,15,25,20,-11,8,41
NPY2 pot ag,-4,8,-2,2,1,4,0,-19,21,-4
S1P4 antag,-11,-4,5,1,-12,2,-7,0,-15,-15

Screening results as filed in PubChem BioAssay.
